Bioassay records deposited in PubChem BioAssay by National Center for Advancing Translational Sciences (NCATS).
A-T KAP1 phos: qHTS Assay for Identifying a Potential Treatment of Ataxia-Telangiectasia | […] A-T fibroblasts, KAP-1 phosphorylation AlphaLISA; neocarzinostatin DNA damage 30 min before lysis | Potency, µM (series often up to 57.5 µM), without a hit: at the top dose activation, usual class: activators | hit rate 0.19% among 320,000; note: potency is the fitted concentration of half-maximal effect; % of control where 0% means no effect; nearly all actives have a fitted effect of over 45% in size
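hTERT-immortalized A-T patient fibroblasts ([…]), 500 cells/well in OPTI-MEM, 1% FBS, got compounds for 60 min, then NCS for 30 min at 37C. Lysates were then assayed for phospho-KAP-1 by AlphaLISA (anti-pKAP1 donor, anti-KAP1 acceptor beads), 6 hr at 25C.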
ELG1 repair inh: qHTS screen for small molecules that inhibit ELG1-dependent DNA repair in human embryonic kidney (HEK293T) cells expressing luciferase-tagged ELG1. HEK293T ELG1-luciferase reporter, luminescence, 16 h; DNA damage induced by 5-fluorouridine. Potency, µM (series often up to 46.1 µM), inactives show at the top dose activity change, negative = inhibition, actives largely listed as inhibitors. hit rate 2.3% among 330,000. AID 504467, 2011; note: potency is the fitted concentration of half-maximal effect; % is set by controls: 0 for no effect and ±100 for the full control effect; nearly all actives have a fitted effect of over 55% in size
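Quantitative HTS, concentration-response format. 2,000 cells/well co-treated with 5-fluorouridine and compound, 16 hr in 5% CO2 at 37 °C; ONE-Glo luminescence read after 30 min.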
TSHR antag: Antagonists of the Thyroid Stimulating Hormone Receptor: HTS campaign | TSHR-expressing cells, TSH-stimulated cAMP HTRF, 2 h; stronger effect = lower value | Thyrotropin receptor (Homo sapiens), P16473 | hit rate 0.2% among 330,000 | activity change, negative = inhibition, % at 11.5 µM;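 active = activity change below a set negative limit, meaning inhibition stronger than a set level, cut at about -70% in these data; inconclusive = activity change between two set negative limits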; note: % is set by controls: 0 for no effect and ±100 for the full control effect
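TSHR-expressing cells, 200/well, pre-treated with compound, then stimulated with EC80 TSH (4nM final) for 2 hours at 37 deg C. cAMP measured by competitive HTRF: anti-cAMP cryptate antibody in lysis buffer plus cAMP-d2, read after 30 minutes at room temperature.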
Integrin act MD: qHTS for Activators of Integrin-Mediated Alleviation for Muscular Dystrophy; alpha7betagal myoblasts, beta-gal FDG fluorescence, 48 h; Potency, µM (highest dose often 38.3 µM), inactives show at the highest dose activation, hits mostly activators; hit rate 0.064% among 350,000; AID 624291, 2012;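 note: potency is the fitted concentration of half-maximal effect; 100% = response of the positive control SU9516; nearly all actives have a fitted effect of over 60% in size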
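alpha7betagal+/- myoblasts (passage 13, 250/well) treated 48 h at 37C with compounds at 1:260 dilution of DMSO stock. Lysed, then beta-galactosidase activity read as FDG fluorescence (ex 480/em 540) after 30 min, with pre-read for autofluorescence.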
BCR signal inh: qHTS Assay to Find Inhibitors of Chronic Active B-Cell Receptor Signaling | ABC-DLBCL IkBa-CBG/CBR reporter, luminescence ratio, 4 h | hit rate 0.05% among 340,000 | Potency, µM (titrated, usually from 46.1 µM), without a hit: at the top dose ratio change, negative = lower green/red ratio, most hits filed as inhibitors; active = well fitted inhibition curve with a large enough effect in the signal ratio, with a control signal flat, not every such curve was filed as active; inconclusive = small, poorly fitted or top-dose-only effect, or effect the other way, or a change in a side signal; the % refers to the signal ratio;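 note: potency is the fitted concentration of half-maximal effect; plate controls were basal doxycycline-induced cells for no effect and cells given 10 µM MG132 for full effect; MG132 reads +100%, hits lower the ratio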
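Doxycycline induced both beetle luciferases in TMD8 lymphoma cells; IKK-driven degradation limits the IkappaBalpha-fused green signal, while red luminescence normalises for cell number and nonspecific effects. Compounds tested up to 46 uM, 4 hrs.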
Mito fusion yeast: qHTS Assay for Small Molecule Inhibitors of Mitochondrial Division or Activators of Mitochondrial Fusion; S. cerevisiae fusion-defective mutant growth rescue, CellTiterGlo 48 h; Potency, µM (titrated, usually from 46.1 µM), inactives show top-dose growth rescue (activation), actives largely listed as activators; hit rate 0.23% among 320,000; AID 485298, 2010;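 note: potency is the fitted concentration of half-maximal effect; % of control where 0% means no effect; nearly all actives have a fitted effect of over 45% in size; temperature-sensitive fusion mutants such as fzo1-1 at 37 °C on non-fermentable ethanol glycerol medium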
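Growth-rescue viability read-out: after 48 h at the non-permissive 37C in glycerol/ethanol YPEG, yeast mitochondrial fusion mutants are measured by CellTiterGlo luminescence; compounds (23 nl pinned per well) restoring growth score as division inhibitors or fusion activators.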
TSG101-PTAP inh: qHTS Assay for Iinhibitors of HIV-1 Budding by Blocking the Interaction of PTAP/TSG101. 340,000 tested, under 10 active. Fluorescence polarization, FITC-PTAP peptide / Tsg101 binding. Tumor susceptibility gene 101 protein (Homo sapiens), Q99816. Potency, µM (highest dose often 115 µM), without a hit: top-dose activity change, negative = inhibition, most hits filed as inhibitors; active = well fitted inhibition curve with a large enough effect in the main read-out, with a control signal flat, not every such curve was filed as active; inconclusive = small, poorly fitted or top-dose-only effect, or effect the other way, or a change in a side signal; inactive = no such curve, though single readings can be large or run the other way; note: potency is the fitted concentration of half-maximal effect; % of control where 0% means no effect
Target sequence (Q99816 whole entry, looked up): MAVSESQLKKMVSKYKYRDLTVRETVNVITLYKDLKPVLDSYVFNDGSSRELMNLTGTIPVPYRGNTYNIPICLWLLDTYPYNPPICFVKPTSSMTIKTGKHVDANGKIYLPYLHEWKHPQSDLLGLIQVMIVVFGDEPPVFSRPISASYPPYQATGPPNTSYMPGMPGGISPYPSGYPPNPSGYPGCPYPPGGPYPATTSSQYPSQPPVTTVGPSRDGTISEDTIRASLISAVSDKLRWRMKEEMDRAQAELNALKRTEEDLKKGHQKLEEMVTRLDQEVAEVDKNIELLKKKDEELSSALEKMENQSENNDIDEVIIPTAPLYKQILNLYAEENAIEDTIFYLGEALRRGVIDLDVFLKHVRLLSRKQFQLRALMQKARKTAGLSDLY
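Fluorescence anisotropy tracks displacement of a FITC-tagged PTAP peptide (50 nM) from the Tsg101 binding domain (10 uM), following a 20 min room-temperature incubation at pH 7.5.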
TCR activator: Activators of T cell receptors: qHTS campaign; Potency, µM (titrated, usually from 9.22 µM), without a hit: at the top dose activation of IL-2 secretion, usual class: activators; 330,000 tested, under 10 active; primary human leukocytes, anti-CD3, IL-2 HTRF, 48 h; note: % of control where 0% means no effect
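Primary human leukocytes incubated 48 hr with anti-CD3 beads plus compound, without co-stimulation. Secreted IL-2 measured by HTRF (europium cryptate/d2 anti-IL-2 pair, 320 nm excitation, 665 nm emission).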
S-ASM inh: Inhibitors of Secretory Acid Sphingomyelinase (S-ASM): qHTS; placental ASM, HMU-PC fluorogenic substrate, 60 min; hit rate 0.006% among 340,000; Potency, µM (highest dose often 57.5 µM), inactives show top-dose activity change, negative = inhibition, actives largely listed as inhibitors; note: potency is the fitted concentration of half-maximal effect
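Fluorescence read-out (Ex 386 nm, Em 447 nm) after stopping the reaction at pH 10. Enzyme: ASM from human placenta; substrate HMU-PC0, 9 uM final; 60 min, 37 °C. Compound preincubation 10 min, ambient temperature.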
Eya2 phos inh: qHTS Assay for Inhibitors of the Phosphatase Activity of Eya2; Protein phosphatase EYA2 (Homo sapiens), O00167; recombinant Eya2, OMFP fluorescence dephosphorylation (OMFP is methylfluorescein phosphate); Potency, µM (series often up to 76.9 µM), without a hit: at the highest dose activity, negative = inhibition, hits mostly inhibitors; hit rate 0.006% among 330,000; note: potency is the fitted concentration of half-maximal effect; % is set by controls: 0 for no effect and ±100 for the full control effect
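Eya2 protein (added as 0.2 uM solution) was preincubated with compound for 10 min at ambient temperature in 50 mM HEPES pH 7.5, 50 mM NaCl, 5 uM MgCl2, 0.05% BSA, 1 mM DTT. OMFP (added at 50 uM) then reacted 10 min; fluorescence read at 485/525 nm.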
Tb PFK block: qHTS Assay to Find Inhibitors of T. brucei phosphofructokinase | ATP-dependent 6-phosphofructokinase (Trypanosoma brucei brucei), O15648 | Potency, µM (titrated, usually from 57.5 µM), for inactives: at the top dose activity, negative = inhibition, actives largely listed as inhibitors | T. brucei PFK, ADP-Glo luminescence | hit rate 0.17% among 330,000;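 note: potency is the fitted concentration of half-maximal effect; 0% = uninhibited 1x PFK enzyme wells and -100% = no-enzyme wells; nearly all actives have a fitted effect of over 60% in size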
Target sequence (O15648 whole entry, looked up): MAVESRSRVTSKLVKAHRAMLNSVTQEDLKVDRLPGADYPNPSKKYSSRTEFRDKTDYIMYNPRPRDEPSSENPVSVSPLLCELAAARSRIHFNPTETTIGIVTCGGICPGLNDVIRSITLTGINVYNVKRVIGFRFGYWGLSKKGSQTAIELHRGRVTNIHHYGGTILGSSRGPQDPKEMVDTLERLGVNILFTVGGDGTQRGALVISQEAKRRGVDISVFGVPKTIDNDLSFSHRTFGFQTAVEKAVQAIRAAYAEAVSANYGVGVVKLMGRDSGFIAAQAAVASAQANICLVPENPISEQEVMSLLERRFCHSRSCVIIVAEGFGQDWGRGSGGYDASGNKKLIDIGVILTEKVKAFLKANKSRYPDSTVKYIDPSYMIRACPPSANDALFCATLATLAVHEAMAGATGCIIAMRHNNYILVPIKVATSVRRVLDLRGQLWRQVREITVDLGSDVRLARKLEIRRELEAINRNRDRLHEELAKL
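Luminescent ADP detection (ADP-Glo, two-step: ATP depletion then ADP-to-ATP conversion for luciferase) reported PFK activity after 45 min room-temperature reaction of 1.25 nM enzyme with 0.5 mM F6P and 0.1 mM ATP at pH 8.0.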
Starred values were filed as active, the others as inactive; ? = inconclusive; · = not tested or not shown; [ ] = another dose, or the depositor's remark. Unless noted, calls come from the whole dose curve; as a rule, active = well fitted curve in the direction sought with a large enough effect; inconclusive = small, poorly fitted or top-dose-only effect, or another doubt; inactive = no such curve, though single readings can be large; an effect the other way counts as inactive or inconclusive.

1	C/C=C/C(=O)Nc1cccc(C2=NOC3(C2)C[C@@H](C(N)=O)N(C(=O)c2cc([N+](=O)[O-])cc([N+](=O)[O-])c2)C3)c1 (stereo partly drawn)
2	CC(C)OCCCN1C(=O)c2[nH]nc(-c3ccccc3O)c2C1c1cccc(Cl)c1 (stereo not drawn)
3	CCCSc1nc(O)c(C2OC(=O)c3c2ccc(OC)c3OC)c(=O)n1-c1ccccc1 (stereo not drawn)
4	CCc1cc(=O)oc2cc(C)c3c(C)coc3c12
5	CCn1c(Sc2nc(C)nc3scc(-c4cccs4)c23)n[nH]c1=O
6	C=CCn1c(SCC(=O)Nc2ccc(N(C)C)cc2)nnc1-c1cccc(C)c1
7	COc1ccc(C(=O)NCCc2c[nH]c3ccccc23)cc1S(=O)(=O)N1CCCCC1C (stereo not drawn)
8	c1ccc2c(-c3nc(C4CCCCC4)no3)cc(-c3ccncc3)nc2c1
assay / entry	1	2	3	4	5	6	7	8
A-T KAP1 phos	29%	14%	·	3%	3%	-2%	-11%	·
ELG1 repair inh	-1%	?	-3%	-1%	-24%	-4%	-22%	?
TSHR antag	8	-2	-5	5	-6	0	-9	-1
Integrin act MD	8%	2%	20%	12%	-50%[inhibitor]	-13%	-19%	-12%[7.66 µM]
BCR signal inh	-7%	?	19%	6%	?	1%	?	?
Mito fusion yeast	24%	0%	-1%	12%	-25%	-3%	12%	17%
TSG101-PTAP inh	2%	-4%	0%	-4%	-4%	-2%	-1%	-2%
TCR activator	2%	2%	3%	·	·	-1%	0%	·
S-ASM inh	1%	-26%	-1%	11%	1%	0%	-2%	-29%
Eya2 phos inh	19%	-13%	10%	7%	-1%	2%	-20%	-23%
Tb PFK block	-4%	14%	3%	-6%	1%	-1%	0%	-1%

9	CSc1ccc(/C=C(\NC(=O)c2ccccc2)C(=O)NN)cc1
10	CCC(=O)NC(c1ccc([N+](=O)[O-])cc1)c1c(O)ccc2ccccc12 (stereo not drawn)
11	COc1ccc(CNC(=O)c2c(C)oc3c2C(=O)c2ccccc2C3=O)cc1
12	CC(C)(C)OC(=O)N/N=C\C=C\c1ccc2c(c1)OCO2
13	O=C(CCl)N1CCN2C(=O)c3ccccc3C12c1ccc(Cl)cc1 (stereo not drawn)
14	O=C(NCCNC(=O)c1cnccn1)c1cccc(Cl)c1
15	O=C(COc1coc(CN2CCCc3ccccc32)cc1=O)Nc1cccc([N+](=O)[O-])c1
16	NS(=O)(=O)c1ccc(CCNC(=O)c2cnc(Cl)c(Cl)c2)cc1
assay / entry	9	10	11	12	13	14	15	16
A-T KAP1 phos	0%	-10%	5%	-3%	?	11%	8%	-6%
ELG1 repair inh	0%	-8%	-6%	?	16%	?	2%	6%
TSHR antag	-7	3	37	-6	-2	20	-26	-1
Integrin act MD	15%	-14%	-43%	-1%	-67%[inhibitor]	-16%	-13%	0%
BCR signal inh	0%	?	5%	0%	?	0%	-5%	19%
Mito fusion yeast	0%	-10%	-8%	2%	1%	19%	-2%	5%
TSG101-PTAP inh	-4%	-3%	-10%	-2%	0%	-11%	-2%	-2%
TCR activator	-3%	7%	1%	-5%	1%	-1%	-1%	0%
S-ASM inh	-2%	-9%	?	-1%	-1%	1%	-2%	2%
Eya2 phos inh	-2%	-15%	0%	-4%	?	4%	5%	9%
Tb PFK block	-1%	0%	0%	-1%	15%	-18%	-2%	-2%

17	O=C(COC(=O)c1c[nH]c2ccccc12)NC1CCCC1
18	COc1ccc(C(C#N)c2cnccn2)cc1OC (stereo not drawn)
19	CC(=O)N1CCN(c2ccc(N)cc2)CC1
20	COc1ccc(N2CC(C(=O)Nc3nnc(SCc4ccccn4)s3)CC2=O)cc1 (stereo not drawn)
21	CC(/C=N/NC(=O)c1cc(C2CC2)[nH]n1)=C\c1ccccc1
22	CN(C)C(=S)Nc1ccc2c(c1)OCCO2
23	COc1ccc(-c2nnc(SCC(=O)Nc3nncs3)o2)cc1
24	Cc1cc(C)nc(NS(=O)(=O)c2ccc(NC(=O)c3ccc(O)cc3O)cc2)n1
assay / entry	17	18	19	20	21	22	23	24
A-T KAP1 phos	5%	?	2%	0%	20%	-1%	0%	-6%
ELG1 repair inh	?	10%	9%	16%	-18%	0%	?	0%
TSHR antag	-9	11	-12	-10	0	-4	-13	1
Integrin act MD	?	7%	·	4%	-33%	-40%	24%	-10%
BCR signal inh	6%	-27%	-11%	17%	?	?	-5%	-4%
Mito fusion yeast	-1%	10%	-6%	-1%	-2%	-1%	-1%	1%
TSG101-PTAP inh	-5%	-1%	·	-4%	-8%	-2%	2%	1%
TCR activator	1%	5%	1%	3%[46.1 µM]	1%	0%	8%	·
S-ASM inh	4%	-7%	0%	-4%	2%	4%	-4%	47%[activator]
Eya2 phos inh	0%	11%	-13%	3%	18%	5%	3%	-7%
Tb PFK block	0%	16%	-4%	0%	-5%	-4%	1%	7%

Reprinted from the part before: three entries; new compounds follow.
22	CN(C)C(=S)Nc1ccc2c(c1)OCCO2
23	COc1ccc(-c2nnc(SCC(=O)Nc3nncs3)o2)cc1
24	Cc1cc(C)nc(NS(=O)(=O)c2ccc(NC(=O)c3ccc(O)cc3O)cc2)n1
25	Cc1ccc2[nH]c(=O)c(CN(Cc3ccc4c(c3)OCO4)Cc3nnnn3Cc3ccco3)cc2c1
26	CCOC(=O)C(=Cc1ccccc1OC)C(=O)OCC
27	CC1=Nc2ccc3ccccc3c2C1(C)C
28	CN(C)c1ccc(CNc2ncc(Br)cc2Br)cc1
29	COc1ccccc1N(CC(=O)NC1CCCCC1)S(C)(=O)=O
30	CCc1nnc2cccc(Cl)n12
31	COc1ccc(/C(C)=N/NC(=O)c2ccncc2)cc1
32	Cn1cc(C(=O)Nc2cccc(F)c2)cn1
assay / entry	22	23	24	25	26	27	28	29	30	31	32
A-T KAP1 phos	-1%	0%	-6%	-11%	7%	14%	3%	6%	0%	-8%	11%
ELG1 repair inh	0%	?	0%	?	3%	16%	?	1%	14%	13%	7%
TSHR antag	-4	-13	1	-13	7	-8	6	-2	15	10	6
Integrin act MD	-40%	24%	-10%	9%	-26%	10%	-22%	-20%	27%	?	18%
BCR signal inh	?	-5%	-4%	?	?	-2%	?	-1%	-8%	1%	-1%
Mito fusion yeast	-1%	-1%	1%	2%	-4%	-17%	-1%	1%	4%	3%	1%
TSG101-PTAP inh	-2%	2%	1%	3%	-1%	-1%	2%	-4%	1%	-3%	-10%
TCR activator	0%	8%	·	1%	0%	·	-7%	-1%	1%	·	-10%
S-ASM inh	4%	-4%	47%[activator]	-5%	1%	-1%	-2%	0%	3%	1%	0%
Eya2 phos inh	5%	3%	-7%	-4%	6%	0%	11%	9%[15.4 µM]	-18%	-13%	3%
Tb PFK block	-4%	1%	7%	3%	2%	-1%	2%	-1%	-2%	-2%	-3%
